Assay outcomes deposited in PubChem by several laboratories.
Runt-CBFb FRET – Runt domain-CBFb interaction inhibition; 220,000 compounds, 0.46% hits; Cerulean-Runt/Venus-CBFb FRET ratio 530/480, 1 h; Q01196+Q13951; AID 1496; inhibition, % at 20 µM;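 active = inhibition over about 50% at 20 µM in the single-dose screen, limit read from the data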;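 also: 0% = DMSO wells and 100% = excess unlabeled CBFb competitor control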
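Measured by: fluorescence energy transfer, 422 nm excitation, 530/480 nm emission; Assay system: Cerulean-Runt domain; Medium: Tris pH 7.5 buffer with BSA; Measure: loss of energy transfer signal; Controls: 5 µM unlabeled CBFb as full-inhibition high control; Incubation: protein complex preformed 1 h, compound exposure 1 h, room temperature, dark.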
NPY-Y2 PAM-ag – potentiates or activates human NPY-Y2 receptor | P49146 | cells expressing NPY-Y2, potentiator/agonist read-out | activation, % at 3.6 µM | 220,000 compounds, 0.45% hits | AID 1359; in the data active = activation above about 27%;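 also: cells stimulated with NPY near EC25 plus isoproterenol at EC100; 0% = vehicle plus submaximal agonist and 100% = vehicle plus saturating agonist; some results beyond the cut were filed as inactive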
NPY-Y1 PAM-ag – potentiators or agonists of human neuropeptide Y receptor Y1; NPY-Y1 expressing cells, potentiator/agonist activation; P25929; 220,000 compounds, 0.37% hits; activation, % at 3.6 µM; AID 1304; in the data active = activation above about 33%, passing the limit was not always enough;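 also: cells stimulated with NPY at EC10 then isoproterenol at EC100; 0% = low agonist plus stimulus and 100% = saturating agonist plus stimulus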
NPY Y1 blocker – NPY-Y1 (human) receptor antagonism; AID 1040; P25929; 200,000 compounds, 1% hits; inhibition, % at 3.6 µM; HEK293-CNG Y1 cells, membrane potential fluorescence; NPY at EC95, then isoproterenol;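 active = inhibition above the campaign mean inhibition of all tested compounds plus 3 SD, cut at about 20% in these data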;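 also: 0% = DMSO wells given NPY plus isoproterenol and 100% = isoproterenol alone without NPY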
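Material: HEK293 cells co-expressing NPY Y1 receptor and cyclic-nucleotide gated channel. Timing: compound incubation 1 h at room temperature, readout 45 min post-stimulation. Signal: fluorescence, membrane potential probe.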
Mdm2 ligase inh – blocks human Mdm2 ubiquitin ligase activity. AID 1230. cell-based MDM2 ubiquitination luciferase reporter, 2 h; 0 = plate control, 100 = twice control, blank-subtracted. Q00987. signal enhancement, % at 5 µM. 210,000 compounds, 0.11% hits;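 active = signal enhancement of 30% or more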;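 also: luminescence tracks abundance of the self-degrading MDM2-luciferase fusion protein; higher signal means inhibition of MDM2 E3 ligase activity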
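Assay system: stable mammalian line carrying autodegrading MDM2–luciferase fusion reporter; amount: 2000 cells seeded into each well; buffer or medium: DMEM; benchmarks: plate control and blank wells; signal: luciferase luminescence; timing: 2 h compound exposure at 37 °C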
Hck-Nef inh – inhibitors of human Hck kinase activated by Nef; 220,000 compounds, 0.68% hits; AID 463187; inhibition, % at 20 µM; Recombinant Hck-YEEI plus Nef, Z-Lyte FRET kinase assay;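 active = Hck-Nef kinase inhibition above about 50%, limit read from the data; inactive = inhibition below that limit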;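 also: 0% = DMSO with Hck plus Nef and 100% = Hck alone without Nef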
Target sequence (P08631 whole entry, looked up): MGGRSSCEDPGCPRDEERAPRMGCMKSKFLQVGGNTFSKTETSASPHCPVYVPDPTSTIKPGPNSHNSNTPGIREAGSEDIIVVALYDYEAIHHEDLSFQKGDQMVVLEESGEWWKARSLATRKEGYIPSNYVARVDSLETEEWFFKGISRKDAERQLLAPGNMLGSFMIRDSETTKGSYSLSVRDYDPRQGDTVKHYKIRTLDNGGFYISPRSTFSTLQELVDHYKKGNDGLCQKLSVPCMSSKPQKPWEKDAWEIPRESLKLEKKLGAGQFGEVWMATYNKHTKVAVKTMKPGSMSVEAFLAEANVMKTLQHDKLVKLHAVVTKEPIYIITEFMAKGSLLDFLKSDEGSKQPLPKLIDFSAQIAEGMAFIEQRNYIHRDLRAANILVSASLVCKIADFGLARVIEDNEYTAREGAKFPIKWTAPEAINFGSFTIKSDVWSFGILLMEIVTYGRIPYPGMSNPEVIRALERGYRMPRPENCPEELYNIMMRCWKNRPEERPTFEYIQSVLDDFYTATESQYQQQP
Runt-SMMHC FRET – inhibitors of human RUNX1 Runt domain binding to CBFb-SMMHC | Q01196+Q13951 | Cerulean-Runt/Venus-CBFb-SMMHC FRET ratio 530/480, 1 h | inhibition, % at 20 µM | 220,000 compounds, 0.74% hits | AID 1434;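 active = mean inhibition across duplicate retests at 20 µM reaching about 50%, limit read from the data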;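 also: 0% = DMSO wells and 100% = wells with excess untagged CBFb-SMMHC; inhibitors lower the FRET ratio by blocking Runt binding to CBFb-SMMHC; some results filed as inactive read as strong as hits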
RBBP9 inhibitor – inhibitors of human serine hydrolase RBBP9; O75884; recombinant RBBP9, FP-Rh probe fluorescence polarization; inhibition, % at 7.94 µM; 220,000 compounds, 0.2% hits; AID 1515;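 active = inhibition above the campaign mean of all tested compounds plus 3 SD, cut at about 14% in these data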;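 also: plate controls were DMSO wells with RBBP9 for no effect and wells lacking RBBP9 protein for full effect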
Target sequence (O75884 whole entry, looked up): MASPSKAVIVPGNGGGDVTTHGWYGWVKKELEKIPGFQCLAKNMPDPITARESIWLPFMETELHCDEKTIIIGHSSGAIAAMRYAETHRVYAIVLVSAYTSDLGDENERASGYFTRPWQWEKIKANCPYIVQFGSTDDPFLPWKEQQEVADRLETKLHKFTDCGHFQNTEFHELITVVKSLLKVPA
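Test system: recombinant human RBBP9. Quantity: 2.5 µM RBBP9 dispensing solution, before mixing. Detection: FP readout at 525/598 nm. Reagent: Serine-hydrolase probe FP-Rh, 375 nM pre-mixing. Measure: % inhibition. Control set: DMSO-treated enzyme wells and wells lacking RBBP9. Buffer or medium: Tris-NaCl-Pluronic buffer, pH 8.0. Times: preincubation 30 min plus labeling 45 min at 25 °C.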
p97 inhibitor – blocks human p97 ATPase activity. inhibition, % at 8 µM. recombinant p97 ATPase, Kinase-Glo ATP luminescence, 3 h. 220,000 compounds, 0.42% hits. P55072; in the data active = inhibition above about 15%;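 also: 0% = DMSO vehicle and 100% = wells lacking enzyme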
Numbers without * were called inactive; / = no result given; + = active, no number; & = joins results of further samples.

SMILES	Runt-CBFb FRET	NPY-Y2 PAM-ag	NPY-Y1 PAM-ag	NPY Y1 blocker	Mdm2 ligase inh	Hck-Nef inh	Runt-SMMHC FRET	RBBP9 inhibitor	p97 inhibitor
O/N=C/c1ccc(OCc2ccccc2)c(Cl)c1	0	4	7	3	-14	4	3	-2	3
Cc1ccc(S(=O)(=O)N/N=C/c2c(C)nn(-c3ccccc3)c2C)cc1	0	-13	-4	9	-5	8	0	-2	-3
CC(=O)Nc1ccc(NC(=O)C2CCC(CNS(=O)(=O)c3cccc4nsnc34)CC2)cc1 (stereo unspecified)	0	4	14	-2	-4	24	2	-6	1
CC(C)c1ccc(NC(=O)C2CCCN(S(=O)(=O)c3cnc[nH]3)C2)cc1 (stereo unspecified)	3	-8	9	-3	-16	0	2	-2	-2
CC(C)(C)Cc1nnc(NC(=O)c2ccc([N+](=O)[O-])cc2)s1	0	4	-11	1	-13	1	1	-8	4
COc1ccc(-c2nnn(CC(=O)NCCc3ccc(OC)c(OC)c3)n2)cc1	0	-9	12	-2	20	97*	-1	3	1
COc1ccc(C2/C=C\CN(C(=O)C3CCCC3)CC(=O)N2Cc2ccc(F)cc2)cc1 (stereo unspecified)	2	/	/	/	1	7	0	/	/
O=C(Cc1ccccc1)Nc1ccccc1C(=O)Nc1ccc(C(=O)O)cc1	-1	1	20	-2	2	19	0	-7	7
S=c1[nH]nc(-c2ccco2)n1/N=C/c1ccc(Br)s1	12	-15	-39	14	-3	2	16	-9	1
O=C(CC1C(=O)NCCN1Cc1ccc(-c2ccccc2)cc1)NCCOc1cccnc1 (stereo unspecified)	0	19	12	1	4	19	1	-5	2
CC(=O)Nc1ccc(S(=O)(=O)N2CCN=C2SCc2cccnc2)cc1	-1	-2	11	-5	32*	19	-2	-2	6
C=CCOC(=O)C1=C[C@@H](c2ccccc2)[C@H](CCCO)[C@@H](OCC)O1	-2	-2	-15	1	/	5	-2	-8	-3
Cc1ccc(C(=O)COC(=O)c2cc(Cl)nc3ccccc23)cc1C	-1	0	-11	-1	-36	-1	-3	-6	-2
Cc1ccc(-c2nc3cc(C)ccc3o2)cc1	0	12	25	-7	-84	3	-3	-2	4
O=C(Nc1ccn(Cc2ccc(Cl)cc2)n1)c1ccc2c(c1)OCO2	1	-8	-6	6	1	16	-1	-9	2
O=C1C2C3c4ccccc4C(c4ccccc43)C2C(=O)N1c1cccnc1 (stereo unspecified)	-3	-4	2	5	-3	-4	-6	-3	-3
CCOC(=O)CN(C(=O)CNC(=O)c1cccs1)C(C(=O)NC1CCCC1)c1cccnc1 (stereo unspecified)	0	15	-13	0	-8	4	0	-3	3
Cc1c(Cl)c([N+](=O)[O-])nn1CCCC(=O)Nc1sc2c(c1C(N)=O)CCC(C)C2 (stereo unspecified)	-1	14	5	6	-2	-1	3	-13	-4
COc1ccc(-n2c(=O)[nH]c3cc(C(=O)NCCc4ccc(Cl)cc4)ccc3c2=O)cc1OC	-4	-2	3	-2	-22	-22	2	-3	-1
COC(=O)/C=C1\S/C(=N/NC(=O)c2ccccc2)NC1=O	0	-14	-7	4	-13	0	1	2	3

Continued; it opens with the 5 that closed the last part.
SMILES	Runt-CBFb FRET	NPY-Y2 PAM-ag	NPY-Y1 PAM-ag	NPY Y1 blocker	Mdm2 ligase inh	Hck-Nef inh	Runt-SMMHC FRET	RBBP9 inhibitor	p97 inhibitor
O=C1C2C3c4ccccc4C(c4ccccc43)C2C(=O)N1c1cccnc1 (stereo unspecified)	-3	-4	2	5	-3	-4	-6	-3	-3
CCOC(=O)CN(C(=O)CNC(=O)c1cccs1)C(C(=O)NC1CCCC1)c1cccnc1 (stereo unspecified)	0	15	-13	0	-8	4	0	-3	3
Cc1c(Cl)c([N+](=O)[O-])nn1CCCC(=O)Nc1sc2c(c1C(N)=O)CCC(C)C2 (stereo unspecified)	-1	14	5	6	-2	-1	3	-13	-4
COc1ccc(-n2c(=O)[nH]c3cc(C(=O)NCCc4ccc(Cl)cc4)ccc3c2=O)cc1OC	-4	-2	3	-2	-22	-22	2	-3	-1
COC(=O)/C=C1\S/C(=N/NC(=O)c2ccccc2)NC1=O	0	-14	-7	4	-13	0	1	2	3
CN(NC(=O)CN1C(=O)c2ccccc2C1=O)C1=NS(=O)(=O)c2ccccc21	-1	0	6	-1	-17	-5	-1	-5	-7
O=S(=O)(c1ccc2ccccc2c1)N(CC(O)COCc1ccco1)c1ccccc1 (stereo unspecified)	-3	-13	-22	-2	-8	6	1	-8	0
O=C(NCCSc1ccc(Br)cc1)c1ccccc1	0	-6	-6	6	1	-5	-1	-7	2
Cc1ccc(C2C(C(=O)O)c3ccccc3C(=O)N2C)o1 (stereo unspecified)	0	9	-8	-2	-4	-1	-4	-5	4
CCC(C)NS(=O)(=O)c1ccc(NS(C)(=O)=O)cc1 (stereo unspecified)	0	4	-2	1	-4	0	0	-11	-4
COC(=O)c1cc2c(=O)n3ccccc3nc2n(C(C)C)c1=N	/	8	15	-1	/	+	/	-4	3
CCn1c(CNc2nc3ccccc3n2C(C)C)nc2ccccc21	-1	-4	-18	3	7	0	-1	-6	-6
CC12CC(c3ccccc3O1)N(C(=O)c1ccco1)C(=O)N2c1ccccc1 (stereo unspecified)	0	12	0	-4	-13	1	1	-3	-2
CCOC(=O)C(C)n1cnc2c(nnn2Cc2ccc(C)cc2)c1=O (stereo unspecified)	-1	1	12	-3	-11	-11	4	-11	-6
CN(C)c1ccc(NC(=S)NCC2CCCO2)cc1 (stereo unspecified)	-1	-4	-6	-2	4	3	2	4	-5
CCCCCCNc1c([N+](=O)[O-])c(=O)sc2ccccc12	0	1	-2	-1	-10	-4	-4	-2	5
Cc1ccc(-c2nnc(/C=C/c3ccccc3)o2)cc1	-4	-9	-10	6	5	3	-4	-5	-2
Cn1c(=O)c(C(=O)COc2ccc(F)cc2Cl)c(N)n(Cc2ccccc2)c1=O	2	-19	0	32*	-10	20	6	-7	1
CCN(Cc1ccccc1)c1ccc(/C=N/N2CCOCC2)cc1	-2	-2	4	-1	-6	8	-10	-7	-1
CCOc1c(O)ccc(/C=C2\SC(=S)NC2=O)c1[N+](=O)[O-]	37	-5	10	0	-7	24	28	13	12
CN(C)c1nc(N/N=C/c2c[nH]c3ccccc23)nc(N2CCOCC2)n1	0	4	7	-3	-11	17	4	1	5
CC(=O)Nc1nc(C)c(Oc2ccc(C)cc2)c(=O)[nH]1	4	-15	14	/	-14	1	-5	-6	9
COc1cc(OC)cc(C(=O)Nc2ccc(NC(=O)c3ccco3)c(Cl)c2)c1	-3	-21	67*	6	-37	-1	-4	-8	-1
COc1cc(C2C(C(=O)c3ccc(C)o3)=C(O)C(=O)N2c2cc(C)on2)cc(Br)c1O (stereo unspecified)	0	7	15	-2	-1	1	-9	-10	4
CCc1ccc(OCC(=O)Nc2cc(S(=O)(=O)CC)ccc2O)cc1	-1	-4	-8	0	-15	1	1	1	-1
Cc1cc(Br)cc(C)c1NC(=O)c1ccccc1[N+](=O)[O-]	-2	8	8	-2	0	1	6	-3	0
C/C(CCN1CCc2nc(-c3ccccc3)c(-c3ccccc3)cc2C1)=N\O[C@@H](C)c1cn([C@H](CO)Cc2ccccc2)nn1	-5	7	-2	-2	/	-6	-6	-11	6
COc1ccc(NC(=O)c2cccnc2)c(OC)c1	1	-8	8	0	-5	1	-5	-4	0
Cc1ccc(Cn2ncc3c(N4CCN(c5ccccc5C)CC4)ncnc32)cc1	-1	-14	-20	27*	-1	1	0	1	-2
COc1ccccc1-n1cnnc1SCC(=O)Nc1cc(C(C)(C)C)nn1-c1ccccc1	-4	14	25	-6	-5	0	1	-1	4
CCOC(=O)Cn1nnnc1C(CC)N(Cc1cccs1)Cc1cc2cc(C)ccc2[nH]c1=O (stereo unspecified)	-2	-20	1	3	-4	1	-3	-2	-3
CCn1c(=O)cc(OCC(=O)N2CCc3ccccc32)c2ccccc21	-5	-4	-8	-3	-21	-3	-3	0	3
CN(C)S(=O)(=O)c1cccc(NC(=O)c2cc(-c3cccs3)nn2-c2ccccc2)c1	-2	-13	-28	6	/	-2	3	-5	26*
CCOC(=O)C(C(C)=O)=C1SC2CS(=O)(=O)CC2S1 (stereo unspecified)	1	5	-11	-5	-23	2	6	4	6
Cc1oc(/N=C/c2ccc3c(c2)OCO3)c(C#N)c1C	-2	-2	-13	2	-10	2	-4	10	2
CC(=O)N1CCN(CC(=O)Nc2cc([N+](=O)[O-])ccc2Cl)CC1	-3	1	3	0	-4	7	0	-5	-1
c1ccc(-c2n[nH]c(-c3ccccn3)n2)nc1	3&0	6&12	6&19	6	-11&-21	2&17	0&-4	-9&8	-6&-3
CSc1nnc(-c2ccccc2)n1C	0	4	-2	4	-1	0	-3	-4	3

Entries of single compounds, quoted from the list. Values in the order: Runt-CBFb FRET | NPY-Y2 PAM-ag | NPY-Y1 PAM-ag | NPY Y1 blocker | Mdm2 ligase inh | Hck-Nef inh | Runt-SMMHC FRET | RBBP9 inhibitor | p97 inhibitor
Profile of `CCOC(=O)C(C(C)=O)=C1SC2CS(=O)(=O)CC2S1` (stereo unspecified) : 1 | 5 | -11 | -5 | -23 | 2 | 6 | 4 | 6
Profile of `CCn1c(=O)cc(OCC(=O)N2CCc3ccccc32)c2ccccc21` : -5 | -4 | -8 | -3 | -21 | -3 | -3 | 0 | 3
Profile of `c1ccc(-c2n[nH]c(-c3ccccn3)n2)nc1` : 3&0 | 6&12 | 6&19 | 6 | -11&-21 | 2&17 | 0&-4 | -9&8 | -6&-3
Profile of `CSc1nnc(-c2ccccc2)n1C` : 0 | 4 | -2 | 4 | -1 | 0 | -3 | -4 | 3
